VLA-4 inh = inhibition in a human VLA-4 binding assay | P13612 | VLA-4 expressing cells, ligand binding flow cytometry | inhibition, % (about 7 µM as worked out from the volumes in the protocol) | 0.2% of 330,000 active; in the data active means inhibition above about 50%
Target sequence (P13612 whole entry, looked up): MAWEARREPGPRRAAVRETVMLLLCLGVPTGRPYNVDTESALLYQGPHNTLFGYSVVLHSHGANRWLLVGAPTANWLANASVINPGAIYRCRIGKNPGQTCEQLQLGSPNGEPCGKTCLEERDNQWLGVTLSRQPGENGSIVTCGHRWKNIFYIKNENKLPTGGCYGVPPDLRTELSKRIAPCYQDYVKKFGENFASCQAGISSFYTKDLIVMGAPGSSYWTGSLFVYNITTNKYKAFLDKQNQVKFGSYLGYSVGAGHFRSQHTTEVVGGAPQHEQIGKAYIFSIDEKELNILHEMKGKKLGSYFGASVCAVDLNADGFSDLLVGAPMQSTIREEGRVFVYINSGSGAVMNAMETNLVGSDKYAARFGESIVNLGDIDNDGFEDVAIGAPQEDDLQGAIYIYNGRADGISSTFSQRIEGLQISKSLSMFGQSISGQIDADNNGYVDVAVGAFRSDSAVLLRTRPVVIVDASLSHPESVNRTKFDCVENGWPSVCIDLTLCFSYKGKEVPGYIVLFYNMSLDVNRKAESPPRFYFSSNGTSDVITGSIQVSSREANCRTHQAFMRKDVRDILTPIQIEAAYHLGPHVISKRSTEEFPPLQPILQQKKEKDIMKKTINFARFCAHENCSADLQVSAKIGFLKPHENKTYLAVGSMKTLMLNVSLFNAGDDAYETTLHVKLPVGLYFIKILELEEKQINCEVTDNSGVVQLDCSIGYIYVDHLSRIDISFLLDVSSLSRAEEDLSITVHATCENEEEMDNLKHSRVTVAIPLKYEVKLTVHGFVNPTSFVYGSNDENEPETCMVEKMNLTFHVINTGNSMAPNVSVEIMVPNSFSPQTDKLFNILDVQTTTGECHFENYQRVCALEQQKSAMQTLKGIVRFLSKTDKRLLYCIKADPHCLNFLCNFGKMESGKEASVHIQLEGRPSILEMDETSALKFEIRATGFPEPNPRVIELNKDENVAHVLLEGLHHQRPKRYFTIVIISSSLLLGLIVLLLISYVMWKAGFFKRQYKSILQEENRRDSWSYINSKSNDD
CIT2-GFP yeast = modulators of TOR pathway CIT2-GFP in S. cerevisiae; S. cerevisiae CIT2-GFP strain, flow cytometry, 3 h; 100 means same as DMSO wells; GFP response vs DMSO, % at 10 µM; 0.065% of 320,000 active; AID 2029;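 active means GFP response relative to DMSO above a set limit, near the screen mean plus 3 SD, cut at about 150% in these data; inconclusive means Fewer than 70 cells measured for a yeast strain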;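 further: ratio of well median GFP fluorescence to mean of DMSO wells on the plate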
MEP2 TOR yeast = yeast TOR pathway MEP2-GFP modulation. S. cerevisiae MEP2-GFP strain, flow cytometry GFP, 3 h; 100% = DMSO control level. GFP response vs DMSO, % at 10 µM. 0.51% of 330,000 active. AID 2016;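 active means GFP response versus DMSO above a set limit, roughly screen mean plus 3 SD, cut at about 180% in these data; inconclusive means fewer than 70 cells counted for a yeast strain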;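 further: median GFP fluorescence of the barcode-gated MEP2-GFP cells per well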
RPL19A-GFP yeast = modulators of TOR pathway RPL19A-GFP in S. cerevisiae; S. cerevisiae RPL19A-GFP strain, flow cytometry, 3 h; hits give low values; percent response vs DMSO, % at 10 µM; 0.3% of 330,000 active;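 active means percent response vs DMSO below 50%; inconclusive means fewer than 70 events counted for the yeast strain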;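 further: median channel GFP fluorescence of the barcoded RPL19A-GFP strain; ratio of sample median GFP to plate DMSO average so 100% = DMSO; lower means less RPL19A-GFP as with rapamycin TOR inhibition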
LAP4 TOR yeast = yeast TOR pathway LAP4-GFP modulation | S. cerevisiae LAP4-GFP multiplex, flow cytometry GFP, 3 h; median GFP as percent of DMSO wells | GFP response vs DMSO, % at 10 µM | 0.34% of 320,000 active | AID 2023;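 active means GFP response vs DMSO above a set limit, about the screen mean plus 3 SD, cut at about 150% in these data; inconclusive means under 70 cell events counted for the yeast strain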
Yeast superoxide = caloric restriction mimetics inhibiting age-related superoxide in yeast. S. cerevisiae aged cells, superoxide DHE fluorescence; hits give low values. superoxide response (% of plate mean), % at 10 µM. 0.18% of 330,000 active;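 active means superoxide response under a set limit, about three screen SD below normal, cut at about 65% in these data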;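 further: yeast aged for seven days with compound at 30 °C before DHE staining; 100% = average MFI of all compound-treated wells on the plate with controls excluded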
GRK2 inh = human GRK2 inhibition via aptamer displacement | P25098 | bead flow cytometry, FAM-aptamer displacement from GRK2 | inhibition of aptamer binding, % at 10 µM | 0.59% of 330,000 active;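 active means inhibition of aptamer binding above 40%, roughly 3 SD of noise, on plates passing a quality check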;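 further: median bead fluorescence of bound FAM aptamer so fluorescent compounds give negative values; no value below 0 was filed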
AGP1 TOR yeast = modulators of TOR pathway AGP1-GFP in S. cerevisiae; S. cerevisiae AGP1-GFP multiplex flow cytometry, 3 h; GFP as percent of DMSO wells; GFP response vs DMSO, % at 10 µM; 0.02% of 320,000 active;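 active means GFP response relative to DMSO above a set limit, near screen average plus 3 SD, cut at about 150% in these data; inconclusive means fewer than 70 cells counted for the yeast strain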;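 further: median GFP channel fluorescence of the gated AGP1 strain per well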
* = called active by the depositor; ? = inconclusive; nt = not tested or not shown.

SMILES	VLA-4 inh	CIT2-GFP yeast	MEP2 TOR yeast	RPL19A-GFP yeast	LAP4 TOR yeast	Yeast superoxide	GRK2 inh	AGP1 TOR yeast
CC(C)Cc1nnc(NC(=O)CCC(=O)N2CCN(c3ccc(Cl)cc3)CC2)s1	24	113	112	101	93	106	3	105
CCN(CC)S(=O)(=O)c1ccc(S(=O)(=O)N2CCCC2)cc1	-3	86	93	100	100	113	0	98
COc1ccc([N+](=O)[O-])cc1CSc1nnc(NC(C)=O)s1	-3	95	101	100	100	106	10	98
CC(=O)Nc1cc(C(F)(F)F)ccc1OCC1CCCO1 (stereo not drawn)	-8	92	96	94	94	111	0	99
CCOc1ccccc1CN1C(=O)c2ccccc2C1C(=O)NC(C)CC (stereo not drawn)	1	100	106	101	102	97	0	106
CCOc1ccccc1CN1CCN(Cc2cccc3nonc23)CC1CCO (stereo not drawn)	-1	nt	98	92	102	113	0	97
COc1ccc(C(=O)NCCCNC(=O)c2ccccn2)cc1	10	110	104	102	103	100	6	99
CCOC(=O)N1CCN(C2=C(NS(=O)(=O)c3ccc(NC(C)=O)cc3)C(=O)c3ccccc3C2=O)CC1	12	104	96	96	91	194	3	98
COC(=O)c1ccsc1NC(=O)CN1CCN(Cc2ccc3c(c2)OCO3)CC1	5	98	92	95	94	96	0	94
Cn1cccc1/C=N\NC(=O)C1COc2ccccc2O1 (stereo not drawn)	9	98	97	95	90	92	3	94
Cc1cc(C(=O)COc2ccc(C#N)cc2)c(C)n1-c1ccc2c(c1)OCO2	36	98	91	99	84	112	3	95
CC1(C)Cc2c(c(N3CCOCC3)nc3sc(C#N)c(N)c23)CS1	-4	101	96	95	nt	116	0	94
Cc1cccc(NS(=O)(=O)c2nnc(NC(=O)CC(C)C)s2)c1	3	100	107	104	97	95	3	102
COc1ccc(NC(C)=O)cc1NC(C)C(=O)Nc1cccc(S(=O)(=O)N2CCOCC2)c1 (stereo not drawn)	0	97	100	100	101	76	0	108
Cc1ccc(CCN2CC(C(=O)O)CC2=O)cc1 (stereo not drawn)	28	98	101	96	97	102	0	99
Cc1nonc1NC(=O)CSc1nnc(-c2ccoc2C)n1-c1cccc(Cl)c1	15	102	104	104	103	108	0	105
COCC1CCN(C(=O)CCc2nnc(CCCCc3ccccc3)o2)CC1	2	99	104	99	92	98	0	94
O=C(Oc1nsnc1N1CCOCC1)N1CCOCC1	-6	102	97	99	98	115	3	105
Cc1ccc2cc(C3CC(c4ccco4)=NN3S(=O)(=O)c3ccccc3)c(Cl)nc2c1 (stereo not drawn)	-3	104	109	105	91	97	0	97
O=C(NC(=S)Nc1ncccn1)c1ccc(Cl)cc1Cl	4	99	100	99	115	104	1	103
CNC1(c2nnnn2-c2c(C)cccc2C)CCOC(C)(C)C1 (stereo not drawn)	0	111	106	104	109	95	0	109
CC1CC(C)CN(Cc2nc3c(c(=O)n(C)c(=O)n3C)n2CCN2CCOCC2)C1 (stereo not drawn)	8	95	82	93	92	163	1	96
CCOc1ccc(OCC)c(NC(=O)CCS(=O)(=O)c2ccc(Br)s2)c1	8	102	105	103	105	100	10	103
CC(O)[C@H]1CN=C(N)N1CC(C)(C)C (stereo partly drawn)	-1	103	96	101	113	93	0	95
CC(Oc1ccc2c3c(c(=O)oc2c1)CCC3)C(=O)NCc1cccnc1 (stereo not drawn)	26	107	103	104	99	100	1	101
N/C(=N\OC(=O)/C=C/c1ccccc1Cl)c1ccncc1	-5	86	99	100	93	90	0	92
CC(C)[C@@H](CO)NC(=O)c1ccc2c3n(nc2c1)-c1ccc(Cl)cc1CO3	1	93	108	92	108	103	5	89
O=C(NC1CC1)c1ccc2c(c1)N(Cc1ccc(Cl)cc1)CCS2	5	96	107	102	95	83	2	102
Cc1ccc(OCC(=O)Nc2ccc(CN3CCOCC3)cc2)cc1	-4	106	95	96	?	95	1	?
COc1ccccc1NC(=O)CCCNC(=O)Cn1cnc2sc(C)c(C)c2c1=O	3	101	94	96	95	100	0	96
O=C(/C=C/c1cccc([N+](=O)[O-])c1)c1ccco1	22	84	91	88	147	112	0	85
CSC1=C(C#N)C(c2ccc(C)s2)CC(=O)N1 (stereo not drawn)	-4	114	108	103	99	90	1	112
CCOc1ccccc1CNC(=O)C1CCCN(c2ncnc3c2nc2n3CCCCC2)C1 (stereo not drawn)	6	100	92	99	93	115	5	99
COc1cc(N2C(=O)c3ccccc3C2=O)c(Cl)cc1C(=O)OCC(=O)N(C)C	15	99	98	100	98	98	4	99
COc1ccc(-c2cnn3c(N)c(S(=O)(=O)C(C)(C)C)cnc23)cc1	0	nt	95	104	89	108	8	94
O=C1Nc2cc(Cl)c(Cl)cc2N(O)N1c1ccccc1Cl	7	104	103	91	100	106	0	102
C=CCNC(=O)CSc1nc2sccc2c(=O)n1-c1ccccc1	-7	105	105	105	112	86	0	109
CC(=O)c1ccccc1NC(=O)CSc1nc2ccccc2c(=O)n1CCCN1CCOCC1	1	104	103	103	101	91	4	103
O=C(COC(=O)/C=C/c1ccco1)NCc1ccc(Cl)cc1Cl	7	86	99	89	93	89	14	89
CCOc1ccc2nc(N3C(=O)C(O)=C(C(=O)c4ccco4)C3c3ccco3)sc2c1 (stereo not drawn)	-17	87	87	88	94	81	2	82

Full records as entered above. Order of screens: VLA-4 inh	CIT2-GFP yeast	MEP2 TOR yeast	RPL19A-GFP yeast	LAP4 TOR yeast	Yeast superoxide	GRK2 inh	AGP1 TOR yeast
CNC1(c2nnnn2-c2c(C)cccc2C)CCOC(C)(C)C1 (stereo not drawn) reads 0	111	106	104	109	95	0	109
CC1CC(C)CN(Cc2nc3c(c(=O)n(C)c(=O)n3C)n2CCN2CCOCC2)C1 (stereo not drawn) reads 8	95	82	93	92	163	1	96
CCOc1ccc2nc(N3C(=O)C(O)=C(C(=O)c4ccco4)C3c3ccco3)sc2c1 (stereo not drawn) reads -17	87	87	88	94	81	2	82
CCOc1ccccc1CNC(=O)C1CCCN(c2ncnc3c2nc2n3CCCCC2)C1 (stereo not drawn) reads 6	100	92	99	93	115	5	99
COc1cc(N2C(=O)c3ccccc3C2=O)c(Cl)cc1C(=O)OCC(=O)N(C)C reads 15	99	98	100	98	98	4	99

Carrying on.
SMILES	VLA-4 inh	CIT2-GFP yeast	MEP2 TOR yeast	RPL19A-GFP yeast	LAP4 TOR yeast	Yeast superoxide	GRK2 inh	AGP1 TOR yeast
COc1ccc(C(=O)NCCCc2ccccc2)cc1OC	16	101	107	104	101	81	0	96
c1ccc(CCn2nnnc2C(c2cccnc2)N2CCOCC2)cc1 (stereo not drawn)	5	116	113	94	113	101	0	105
COCCn1c(SCC(=O)OCc2ccccc2)nc2c1c(=O)[nH]c(=O)n2C	-12	124	94	99	106	91	1	107
CCN(CC)CCCNC(=O)Cn1ncn2cccc2c1=O	15	91	99	98	97	109	0	99
Cc1occc1-c1nnc(SCC(=O)N2CCN(c3ccc(F)cc3)CC2)n1C	2	98	96	98	95	103	0	95
CC(C1CC1)N(Cc1ccccc1)C(=S)Nc1ccccc1Cl (stereo not drawn)	5	101	94	101	98	100	3	104
CN(C)S(=O)(=O)c1ccc(N2CCCC2)c(C(=O)NNC(=O)COc2ccccc2F)c1	4	104	96	100	100	98	0	101
COC(=O)c1ccc(C23CC4(C2)[C@H](CN(Cc2cccnc2)[C@@H]4c2ccccc2)C3c2ccc(C(F)(F)F)cc2)cc1 (stereo partly drawn)	15	95	96	94	92	93	0	96
COc1ccc(C(=O)Cn2cnc3ccc(Cl)cc3c2=O)cc1F	10	100	107	109	102	110	0	115
COc1ccc(C(=O)/C=C/Nc2ccc([N+](=O)[O-])cc2)cc1	-6	95	104	105	107	94	0	101
CCOC(=O)C1CCN(C(=O)c2ccc3c(c2)OCCO3)CC1	-6	97	102	96	96	102	1	100
COCCCNS(=O)(=O)c1cccc(S(=O)(=O)c2cccc(S(=O)(=O)NCCCOC)c2)c1	20	115	104	108	95	119	0	104
CS(=O)(=O)N1CCc2cc(C(=O)Nc3ccc(O)cc3)ccc21	1	108	103	103	96	100	0	104
CCOC(=O)c1ccc(Oc2nc(N(C)C)nc(N3CCOCC3)n2)cc1	3	87	103	99	96	103	0	92
COc1cc(C2c3[nH]c4ccccc4c3C[C@H]3C(=O)N(CCO)CC(=O)N23)cc(OC)c1OC (stereo partly drawn)	4	103	101	98	nt	99	0	109
Cc1ccc(S(=O)(=O)NNC(=O)C2CCN(S(=O)(=O)c3ccc(C)cc3)CC2)cc1	-1	94	97	96	103	109	2	nt
CC1(C)CC2(CC(C)(C(=O)CSc3nc4ccccc4s3)OC2=O)C(=O)O1 (stereo not drawn)	5	96	100	96	95	122	2	91
O=C(NCc1ccc(OC(F)(F)F)cc1)C1CC(c2ccccc2[N+](=O)[O-])=NO1 (stereo not drawn)	-10	77	91	101	101	107	0	84
CCCCNC(=S)NNC(=O)c1csc2ccccc12	19	105	103	99	110	92	0	102
COc1ccc(CCOC2OC(CO)C(OC(=O)/C=C/c3ccc(O)c(OC)c3)C(O[C@H]3O[C@@H](C)[C@H](O)[C@@H](O)[C@H]3O)C2O)cc1O (stereo partly drawn)	-7	108	103	105	100	85	0	114
O=C(CNc1cccc(S(=O)(=O)N2CCCC2)c1)Nc1ccc(F)cc1F	-3	95	97	100	106	99	0	109
Cc1c(NCc2ccncc2)cccc1C(=O)O	11	102	102	100	94	98	0	96
Cc1csc(NC(=O)c2ccc(-c3ccc(Cl)cc3Cl)o2)n1	-5	95	104	105	98	78	0	99
CCOC(=O)CSc1nc2cc3c(cc2cc1C#N)OCO3	-9	78	82	102	103	101	0	89
COc1ccc(S(=O)(=O)N2CCN(c3cc(-c4ccccc4)nc4ncnn34)CC2)cc1	0	89	97	91	96	111	0	90
COC(=O)c1ccc(Cn2nc(-c3ccc(C)c(C)c3)ccc2=O)cc1	0	99	86	105	91	101	2	97
C[C@@H]1CN([C@@H](C)CO)C(=O)c2cccc(NS(C)(=O)=O)c2O[C@H]1CN(C)CC1CCCCC1	-11	88	90	92	110	86	2	95
COc1ccc(-c2cc(C(F)(F)F)nc(SCCC(=O)NCc3ccccc3)n2)cc1	11	95	90	89	87	115	0	84
O=C(CSc1n[nH]c(=O)n1Cc1ccco1)Nc1ccccc1Cl	-3	101	102	100	107	99	0	105
Cc1ccc(C(=O)NNC(=O)c2ccc(S(=O)(=O)N3CCCCC3)cc2)cc1	6	83	91	93	91	127	1	90
CNC(=O)N(O)C1N(C)C(=O)N(CC(=O)OC)C1(C)C (stereo not drawn)	17	106	100	99	104	97	2	98
CCOc1cc(/C=N/NC(=O)COc2ccc(C)cc2)ccc1OC(=O)c1cccs1	10	69	92	113	88	81	2	74
CSc1cc(-c2ccc(Cl)cc2)c(C(=O)NC(C)C)s1	2	97	97	96	98	85	1	102
CS(=O)(=O)c1cnc(-c2ccccc2)nc1-c1ccccc1Cl	6	100	95	96	95	90	1	99
COC(=O)Cn1c(=NC(=O)c2cc(OC)cc(OC)c2)sc2cc(OC)ccc21	11	103	101	101	95	82	0	99
Cc1nnc(NC(=O)C2CC(=O)N(c3ccc4c(c3)OCCO4)C2)s1 (stereo not drawn)	10	101	105	97	102	101	6	101
COc1cccc(CC(=O)Nc2nc(-c3cc(OC)ccc3OC)cs2)c1	29	97	96	99	98	135	0	98
Nc1nc(NC(=O)C(Cl)(Cl)Cl)nn1-c1ccccc1	-4	100	100	101	91	97	2	98
CCCOc1ccc(C2c3c(oc4cc(C)c(C)cc4c3=O)C(=O)N2CCCN(C)C)cc1 (stereo not drawn)	-17	97	111	103	109	102	0	100
CCCC1=C(C(=O)OCC)C(c2ccccc2OCC)NC(=O)N1C (stereo not drawn)	4	114	111	104	105	99	2	106
c1ccc(CCCCN2CCN=C2Nc2ccccc2)cc1	4	97	99	101	101	108	0	95

Compound activity as filed in PubChem BioAssay.
